# Screening results (PubChem)
# DAX1 inh-1 = NR0B1 (DAX1) inhibition; P51843; HEK293 Gal4-DAX1 luciferase reporter, luminescence; inhibition, % at 6.75 µM; actives 0.99% (n = 340,000); AID 504766;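 active = inhibition above the mean over all tested compounds plus 3 SD, cut at about 4.2% in these data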;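 note: 0% = DAX1-transfected cells with DMSO and 100% = empty-vector control cells with DMSO; inhibition shows as a rise in luminescence from relieved DAX1 repression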
# Target sequence (P51843 207-470 limits assumed): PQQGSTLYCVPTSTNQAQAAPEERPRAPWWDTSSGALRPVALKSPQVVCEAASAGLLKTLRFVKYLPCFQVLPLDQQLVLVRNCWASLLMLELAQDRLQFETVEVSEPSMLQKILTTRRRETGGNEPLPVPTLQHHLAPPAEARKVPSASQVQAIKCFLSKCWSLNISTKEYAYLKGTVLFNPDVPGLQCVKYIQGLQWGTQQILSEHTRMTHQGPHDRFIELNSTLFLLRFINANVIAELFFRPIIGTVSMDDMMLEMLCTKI
# DAX1 inh-2 = inhibitors of DAX1 repression of SF-1 activated StAR promoter; inhibition, % at 6.8 µM; actives 1.1% (n = 370,000); HEK293T StAR-luciferase reporter, SF-1/DAX-1 repression relief; AID 652010;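 active = inhibition above the mean over all tested compounds plus 3 SD, cut at about 3.6% in these data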;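 note: 0% = DAX-1 cells with DMSO and 100% = cells lacking DAX-1 with DMSO; higher inhibition means more luminescence from relief of DAX-1 repression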
# ADAM17 inh = ADAM17 inhibition, QFRET primary screen | P78536 | recombinant ADAM17, EDANS/DABCYL FRET peptide cleavage | inhibition, % at 6.95 µM | actives 0.83% (n = 370,000) | AID 720648;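 active = inhibition above the mean of compounds lying between control limits plus 3 SD, set per campaign, cut at about 8.5% in these data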;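 note: 0% = DMSO-only wells as the low control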
# Target sequence (P78536 215-824 limits assumed): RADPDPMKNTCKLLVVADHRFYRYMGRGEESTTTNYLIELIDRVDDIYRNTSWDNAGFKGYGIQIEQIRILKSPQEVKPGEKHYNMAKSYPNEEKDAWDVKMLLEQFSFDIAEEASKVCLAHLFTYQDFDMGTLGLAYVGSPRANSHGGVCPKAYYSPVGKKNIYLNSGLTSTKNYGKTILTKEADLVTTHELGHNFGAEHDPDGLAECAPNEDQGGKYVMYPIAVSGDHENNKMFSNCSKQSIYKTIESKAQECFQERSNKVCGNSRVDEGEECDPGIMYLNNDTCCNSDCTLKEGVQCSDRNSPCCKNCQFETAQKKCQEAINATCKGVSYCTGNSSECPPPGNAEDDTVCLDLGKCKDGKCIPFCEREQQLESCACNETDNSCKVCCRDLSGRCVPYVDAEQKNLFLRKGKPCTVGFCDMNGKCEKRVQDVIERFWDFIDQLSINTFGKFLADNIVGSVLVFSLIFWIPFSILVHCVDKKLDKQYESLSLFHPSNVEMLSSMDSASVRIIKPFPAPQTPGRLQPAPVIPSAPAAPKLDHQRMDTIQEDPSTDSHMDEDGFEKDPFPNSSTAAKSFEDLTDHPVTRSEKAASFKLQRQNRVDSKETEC
# hgDAF12 agonist = agonists of H. glycines DAF-12 nuclear receptor; actives 1.8% (n = 370,000); AID 687014; activation, % at 6.8 µM; HEK293 GAL4-hgDAF12 UAS-luciferase reporter, agonist luminescence; normalized to butyrate control;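 active = activation above a cutoff set at the mean of all screened compounds plus 3 SD, cut at about 10% in these data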;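 note: 0% = DMSO wells and 100% = sodium butyrate wells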
# hcDAF-12 act = activates DAF-12 receptor from parasite H. contortus; HEK293 hcDAF-12 lit1-tk-luc reporter, luminescence; 0% DMSO, 100% Δ7-dafachronic acid; activation, % at 6.8 µM; actives 1.4% (n = 370,000); AID 652067;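 active = activation above the mean of all tested compounds plus 3 SD, cut at about 5.5% in these data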;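 note: 100% = response to 3 µM Δ7-dafachronic acid high control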
# PLC-beta3 inh = inhibitors of human phospholipase C beta3; Q01970; Purified PLC-beta3, fluorogenic substrate, fluorescence; inhibition, % at 12.2 µM; actives 0.18% (n = 370,000); in the data active = inhibition above about 11%;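 note: 0% = median of compound wells on plate and 100% = full blocker control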
# NR1D1 modulator = modulates human Rev-erb alpha binding to DNA; P20393; Rev-erbα–FITC-DNA binding, fluorescence polarization, 90 min; activity, % at 10 µM; actives 0.79% (n = 370,000); AID 1259318;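 active = activity above about 14%, limit read from the data; passing the limit was not always enough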;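 note: 0% = DMSO wells with 35 nM protein and 100% = DMSO wells with 750 nM protein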
# ssDAF12 agonist = activates DAF-12 receptor from parasite S. stercoralis; HEK293 ssDAF-12/GRIP1 lit1-tk-luc reporter, luminescence; % of 3 µM dafachronic acid response; actives 1% (n = 370,000); activation, % at 6.8 µM;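 active = activation above the mean over all tested compounds plus 3 SD, cut at about 0.9% in these data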;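 note: 0% = DMSO-only wells and 100% = 3 µM delta7-dafachronic acid wells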
# MBD2 DNA inh = inhibitors of human MBD2 binding to methylated oligonucleotide; Q9UBB5; actives 0.31% (n = 370,000); AID 686964; inhibition, % at 4.4 µM; TR-FRET; in the data active = inhibition above about 13%
# SMARCA2 activ = activators of SMARCA2 function | MG213 cells, MMTV-luciferase reporter, dexamethasone, overnight | activation, % at 9.1 µM | actives 1% (n = 370,000) | AID 652017; in the data active = activation above about 7.8%;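 note: 0% = vehicle wells and 100% = reference activator wells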
# PLCg1 inh = PLC-gamma1 (human) inhibition, primary screen; P19174; purified PLC-gamma1, fluorogenic substrate, fluorescence; inhibition, % at 12.2 µM; actives 0.84% (n = 370,000); AID 720700; in the data active = inhibition above about 9.5%
# Numbers without * were called inactive; i = inactive; x = no result given. Compounds were not picked by outcome; any-hit rate near 7.4%.
compound	DAX1 inh-1	DAX1 inh-2	ADAM17 inh	hgDAF12 agonist	hcDAF-12 act	PLC-beta3 inh	NR1D1 modulator	ssDAF12 agonist	MBD2 DNA inh	SMARCA2 activ	PLCg1 inh
Cc1ccccc1NC(=O)c1c([N+](=O)[O-])c(C(C)(C)C)nn1C	-1.3	-0.4	1	0.7	-2.1	3	-6	-1.3	4	-3	0
O=C(CSc1nnc(NC(=O)c2c(F)cccc2F)s1)NCc1ccco1	1.1	1.0	5	0.2	-1.0	-3	-2	-1.2	-6	-2	7
CCC(C)NC(=O)CSc1nc2c(sc(=S)n2-c2cc(Cl)ccc2OC)c(=O)[nH]1 (stereo unspecified)	-0.7	-0.1	8	2.6	-0.2	1	-2	-1.1	0	0	3
Cc1cc[n+](CC(=O)c2cc3ccccc3oc2=O)cc1	0.0	0.1	-20	1.4	3.2	-17	2	0.5	0	0	-11
O=C(Cc1c[nH]c2ccccc12)NCc1ccccc1F	2.3	0.1	-7	4.3	0.8	-1	-2	-0.6	10	-4	4
CC1CCN(Cc2c(C(=O)N/N=C/c3ccc(OC(C)C)cc3)nnn2-c2nonc2N)CC1	-1.0	0.1	-2	5.7	1.3	-9	-3	-1.1	3	-1	3
Cc1cc(=O)[nH]c(SCC(=O)/C=C2\N(C)c3ccccc3C2(C)C)n1	0.1	-2.6	-3	-7.5	-2.9	-11	0	-2.5	-1	-7	-9
Cn1ccc2c(N3CCOCC3)cc3c(c21)C1CCC3O1 (stereo unspecified)	x	0.7	-6	-0.2	1.9	-13	4	-1.4	-6	-4	-7
COC(=O)COc1ccc(S(=O)(=O)NCc2ccco2)cc1Cl	-1.2	1.3	-1	2.3	0.4	10	-6	-0.9	-7	-7	11*
CCOc1ccc(Cl)cc1-c1cc(C(=O)Nc2cc(OC)c(OC)c(OC)c2)[nH]n1	x	-2.2	7	0.3	-2.7	3	6	-1.7	2	-3	6
CCCn1ncc(/C=N/O)c1C	x	0.1	-9	3.9	-0.7	-5	-4	-0.8	7	-2	1
c1nc(CCO[C@H]2CCCCO2)cc2cc3c(cc12)OCO3	-4.1	0.9	-7	2.7	4.4	-4	2	-0.3	-4	2	-8
COCCNS(=O)(=O)c1ccc2c(c1)C(=NO)c1cc(S(=O)(=O)NCCOC)ccc1-2	-2.4	-0.7	-38	-0.6	-2.8	-238	-5	-1.4	-11	-5	-165
Cc1cc(/C=N/NC(=O)c2ccncc2)c(C)n1-c1cccc(C(F)(F)F)c1	1.2	-0.7	-3	0.5	0.2	-15	1	-1.1	2	-2	-4
C[C@H](CO)NC(=O)c1[nH]cnc1C(=O)Nc1ccc(CNC(=O)OC(C)(C)C)cc1	1.4	0.7	1	-1.1	-0.4	7	-3	-0.7	1	-1	2
CCOc1ccc(-c2ccc(SCC(=O)N3CCOCC3)nn2)cc1	1.0	1.6	-9	8.7	2.4	-18	6	-1.3	3	-1	-9
COc1ccc(OCC(=O)N2CCC3(CC2)CC(=O)c2ccccc2O3)cc1	-0.6	0.4	-24	-0.2	-0.8	-11	-2	-1.1	0	-1	-9
COC(=O)C1CCCN1S(=O)(=O)c1ccc2ccccc2c1 (stereo unspecified)	-1.3	0.1	3	-0.9	0.1	-4	-5	-1.2	-1	-3	-4
COC(=O)c1ccc(-c2ncc[nH]2)cc1	-0.9	0.7	-131	0.8	-1.0	-78	-4	-1.4	-2	3	-56
COC(=O)c1sc2ncccc2c1OCc1cccc(Cl)c1	4.2*	-1.6	-9	3.4	-2.1	-4	1	-1.4	11	-3	-2
CC1=C(C(=O)OCc2ccccc2)C(c2ccsc2)C(C#N)=C(N)O1 (stereo unspecified)	-0.2	-0.6	-3	2.2	1.1	-6	-1	-0.9	1	-1	-9
CCOC(=O)c1[nH]c(C)c(C(=O)OCCN2C(=O)c3ccccc3C2=O)c1C	-0.1	-0.3	-3	0.7	-0.9	-1	-4	-1.3	5	-2	0
COc1cc(/C=C/C(=O)OCC(=O)NC(=O)NC(C)C)ccc1OCC#N	-1.1	-0.2	-37	0.7	0.5	-50	5	-1.2	1	-3	-45
CC(Oc1ccc2c(c1)c1ccnc3c4ccccc4c(=O)n2c13)C(=O)NCCN1CCOCC1 (stereo unspecified)	-3.7	-2.5	-243	0.5	0.5	i	-4	-0.9	8	8	i
C/C(=N\NC(=O)Nc1ccccc1)c1ccc2ccccc2c1	1.0	0.2	-6	-1.3	-0.8	-4	-4	-0.6	3	0	-3
Cc1nc(NCCc2ccccc2)c(C#N)c(C)c1[N+](=O)[O-]	-0.8	0.7	3	1.8	0.4	-1	5	-0.2	0	-2	-2
CN/C=C1\C(=O)C(C)(C)Oc2ccc3ccc(=O)oc3c21	0.4	0.4	-7	-1.0	-1.8	-10	1	-1.2	-1	-1	-11
C[C@H](CO)N1C[C@H](C)[C@@H](CN(C)C(=O)c2ccc3ccn(C)c3c2)OCc2cnnn2CCCC1=O	0.3	-0.3	-9	-1.0	1.5	-7	6	-1.2	6	1	-2
O=C(CN1CCCCCC1)N/N=C/c1ccc2ccccc2c1	0.9	0.8	-5	4.5	8.1*	-2	8	0.2	-6	3	2
Cc1cc(C)cc(OCC(=O)N2CCN(c3ncccn3)CC2)c1	-0.3	-0.9	-3	-0.4	-1.1	-8	-3	-1.5	1	-2	-4
N#Cc1ccc(-c2nnnn2-c2ccc3c(c2)OCO3)cc1	-0.1	-0.5	-2	-1.2	-0.3	-2	-3	-1.0	-4	-3	-2
CC(=O)C1=C(O)C(=O)N(Cc2ccco2)C1c1ccccc1 (stereo unspecified)	-0.8	0.6	-3	3.4	-1.6	-6	3	-0.9	-4	0	-4
COc1ccc(/C=C2\Sc3ccc(C(=O)NC4CC4)cc3N(C)C2=O)cc1OC	-1.1	-4.9	0	-0.9	-3.2	-50	8	-1.8	1	-2	-28
CCN(CC(=O)Nc1c(F)cccc1F)C(=O)c1cn2ccccc2n1	0.8	0.6	-8	1.1	1.3	-5	-2	-0.9	-2	-2	-1
COc1cc(CCC(=O)OCC(=O)Nc2sccc2C(N)=O)cc(OC)c1OC	-4.2	-2.3	6	-1.6	-1.9	-3	-7	-1.9	-6	-8	2
COc1ccc(NC(=O)C2(C)CCN2Cc2cccc(OC)c2F)cc1OC (stereo unspecified)	x	-1.5	-4	-1.9	-2.8	1	3	-2.0	-3	-3	4
Cc1nnc(SCC(=O)NCCOc2ccc(Cl)cc2)n1-c1ccccc1	1.2	0.5	-7	0.0	-0.3	2	5	-0.5	6	-1	0
CCOc1cccc(CN2CCC(n3nccc3NC(=O)C3CC3)CC2)c1O	1.5	-0.8	-3	-1.3	-1.6	-4	3	-1.4	2	-3	3
N#Cc1c(-c2cccnc2)c2c([nH]c1=O)-c1ccccc1OC2	2.1	0.0	i	1.1	0.3	i	-3	-0.6	-6	-2	i
COc1ccc(S(=O)(=O)N2CCCCC2)cc1NC(=O)Cc1cccc(C(F)(F)F)c1	0.6	-0.5	0	2.7	-1.5	-5	1	-1.4	-4	-1	-4
Oc1ccc(-c2nnc(Nc3ccccc3)c3ccccc23)cc1	-0.8	0.8	-6	-0.6	-2.0	-15	-2	-1.4	2	1	-3
CC(OC(=O)c1nsc(Cl)c1Cl)C(=O)NC(C)(C)C (stereo unspecified)	0.0	-0.7	0	-2.5	-0.8	5	-6	-1.2	-5	4	2
Cc1ccccc1CSc1[nH]c(=O)ncc1C	-0.4	0.3	3	-2.4	0.1	-13	-4	-0.1	1	-2	3
Oc1cccc(NC(=S)N=Nc2c(O)[nH]c3ccc(Br)cc23)c1	0.4	-0.2	1	1.4	1.4	-8	-3	-1.0	2	-2	4
CCOc1ccc(NC(=O)NC23CC4CC(CC(C4)C2)C3)cc1	0.4	0.5	2	3.2	0.0	0	-1	-0.4	-1	0	-1
O=C(c1ccc(Cl)cc1)C1CCCN(Cc2cccn2-c2ccccn2)C1 (stereo unspecified)	0.4	0.2	-7	0.1	-0.1	-2	-2	-1.4	10	-3	-1
CCNC(=O)c1ccccc1NC(=O)c1cccc(S(=O)(=O)N2CCOCC2)c1	-1.3	-0.8	-2	-3.3	-2.6	5	1	-1.2	-5	-2	1
C[C@@H]1CC[C@@]2(O[C@@H](CCO)C[C@H](O)[C@H]2O)O1	-0.5	-0.1	1	-0.9	-1.2	0	11	-1.2	-3	2	8
CN(C)C(=O)C12CCC(C)(C(=O)C1Br)C2(C)C (stereo unspecified)	-0.8	-0.5	-3	0.5	0.3	-5	3	1.0*	-1	-2	-1
CCCCN(C(=O)CCOc1ccc(OCC)cc1)c1c(N)n(Cc2ccccc2)c(=O)[nH]c1=O	-0.7	0.1	-3	-0.2	0.4	5	-13	-1.4	-2	2	-4
Cc1ccccc1NC(=S)NC(=O)Cc1ccc(Cl)cc1	3.0	0.3	6	-0.2	0.1	-2	-1	-1.2	-2	-3	8
Cc1nn(-c2ccccn2)c2c1C(c1ccsc1)C1=C(CCCC1=O)N2 (stereo unspecified)	-1.9	-1.0	-161	-2.6	-3.7	-200	0	-1.2	4	-1	-148
CCCn1c(=O)c2[nH]c(C3CCCC3)nc2n(CCC)c1=O	1.6	1.1	-4	3.1	-2.0	1	3	-0.9	-2	1	4
CC(=O)c1cccc(NC(=O)CN2C(=O)c3ccccc3C2=O)c1	-0.9	-1.4	-3	-1.2	-0.8	-5	-1	-1.5	4	-1	0
COc1ccc(NC(=O)COC(=O)C2CCCN2C(=O)OC(C)(C)C)cc1Cl (stereo unspecified)	0.4	0.3	-4	5.4	0.5	3	1	-1.0	0	1	-1
C/C(Cl)=C/CN1C(=O)C2C3C=CC(C3)C2C1=O (stereo unspecified)	-1.8	-1.1	-3	-0.5	-0.9	3	4	-1.2	-5	4	0
Cc1cc(C)nc(SCc2ccc(C(=O)O)o2)n1	0.1	-0.7	-1	-0.6	-1.5	2	-5	-0.8	-3	4	3
Cc1ccc(SCCN2CCC(C)CCC2=O)cc1 (stereo unspecified)	1.8	1.8	-6	14*	3.5	-1	2	0.2	4	7	2
CCOc1ccc(NC(=O)N(C2CCCCC2)C2CCN(C(C)=O)CC2)cc1	0.1	-0.2	-1	0.1	-2.5	0	-1	-1.6	8	1	0
CCC(NC(=O)c1cc(COc2ccc(OC)cc2Cl)on1)c1ccncc1 (stereo unspecified)	-0.1	-3.8	0	1.7	-0.5	-6	2	0.2	4	-1	8
